TLR4-MyD88 BLA – TLR4-MyD88 interaction inhibition in cells; O00206+Q99836; HeLa CL3-4 TLR4/MyD88 BLA complementation, FRET ratio; inhibition, % at 8.4 µM; 200,000 compounds, 0.18% hits; AID 861; in the data active = inhibition above about 25%;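 also: 0% = vehicle and 100% = reference inhibitor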
Target sequence (O00206 whole entry, looked up): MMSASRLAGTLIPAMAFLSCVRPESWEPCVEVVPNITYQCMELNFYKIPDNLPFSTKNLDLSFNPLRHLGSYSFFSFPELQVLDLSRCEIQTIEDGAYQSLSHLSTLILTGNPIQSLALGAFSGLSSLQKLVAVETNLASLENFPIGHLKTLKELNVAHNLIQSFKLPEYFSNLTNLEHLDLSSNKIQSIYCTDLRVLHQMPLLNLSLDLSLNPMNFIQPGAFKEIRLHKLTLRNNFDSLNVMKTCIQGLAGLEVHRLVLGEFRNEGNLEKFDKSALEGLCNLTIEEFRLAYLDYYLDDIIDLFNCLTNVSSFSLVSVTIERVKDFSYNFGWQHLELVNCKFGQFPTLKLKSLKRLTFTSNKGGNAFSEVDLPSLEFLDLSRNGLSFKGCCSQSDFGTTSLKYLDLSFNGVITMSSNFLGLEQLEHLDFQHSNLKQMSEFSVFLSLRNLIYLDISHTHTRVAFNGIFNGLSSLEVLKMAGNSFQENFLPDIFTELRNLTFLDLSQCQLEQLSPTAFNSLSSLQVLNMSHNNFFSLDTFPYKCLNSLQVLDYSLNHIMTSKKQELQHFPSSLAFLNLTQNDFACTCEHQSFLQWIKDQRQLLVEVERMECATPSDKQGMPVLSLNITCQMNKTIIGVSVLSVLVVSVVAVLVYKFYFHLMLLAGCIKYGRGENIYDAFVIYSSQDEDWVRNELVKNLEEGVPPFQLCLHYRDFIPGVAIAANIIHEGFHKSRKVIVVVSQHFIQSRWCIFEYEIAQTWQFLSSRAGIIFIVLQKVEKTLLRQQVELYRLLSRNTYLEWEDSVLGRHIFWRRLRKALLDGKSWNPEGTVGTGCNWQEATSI
Target sequence (Q99836 whole entry, looked up): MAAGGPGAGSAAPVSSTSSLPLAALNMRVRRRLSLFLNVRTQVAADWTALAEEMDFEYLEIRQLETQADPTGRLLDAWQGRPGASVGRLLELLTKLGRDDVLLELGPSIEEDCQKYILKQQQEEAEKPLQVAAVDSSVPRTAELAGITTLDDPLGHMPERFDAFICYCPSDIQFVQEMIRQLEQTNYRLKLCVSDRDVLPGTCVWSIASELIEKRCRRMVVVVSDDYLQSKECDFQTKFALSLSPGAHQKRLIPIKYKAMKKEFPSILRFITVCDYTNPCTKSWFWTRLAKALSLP
FLuc inhib CS – inhibits firefly luciferase, flagging false hits in luciferase inhibition screens; P08659; ATPLite firefly luciferase biochemical luminescence, 10 min; inhibition, % at 10 µM; 200,000 compounds, 1.5% hits;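 active = inhibition above about 50% when tested at 10 µM, limit read from the data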
NF-kB neuron act – compounds increasing NF-kB expression in human neuronal cells; NF-kB reporter expression; active compounds read high; fold change at 12.5 µM; 190,000 compounds, 1.6% hits; AID 1239; in the data active = fold change above about 3.3
Diaphorase act – counter-screen for diaphorase-based assays: diaphorase activators and chemical reducers. Diaphorase/resazurin coupled assay, resorufin fluorescence, 16 min; active compounds read high; 1 = vehicle wells, 0 = NADH-free wells. 190,000 compounds, 0.005% hits. activation factor at 20 µM;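 active = diaphorase activity raised at least twofold by the compound at 20 µM; inactive = activation factor below 2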
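Material: purified diaphorase enzyme from Clostridium kluyveri / Medium: HEPES pH 7.4 buffer with MgCl2 and Tween 20 / Schedule: enzyme reaction of 16 min at room temperature / Measured by: resorufin fluorescence, excitation 544 nm, emission 590 nm / Evaluation: rise in resorufin formation, marking diaphorase activation or chemical reduction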
STAT1 activator – activators of IFN-gamma induced STAT1 signaling; 200,000 compounds, 2.6% hits; activation (% of control), % at 5.5 µM; AID 932; NIH 3T3 STAT1-luciferase reporter, luminescence; 100% = IFN-gamma alone, no compound;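 active = activation above the screen-wide mean activation plus 3 SD, cut at about 130% in these data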;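 also: raw ratio to IFN-gamma control signal so 100% means no change and 0% no light; values of inactives mirror those of a sister screen read the other way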
APP transl inh – APP translation inhibition; SH-SY5Y APP 5'UTR-luciferase reporter, luminescence; AID 1285; 190,000 compounds, 0.82% hits; inhibition, % at 2 µM;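 active = inhibition above a set limit, derived from the sample mean plus 3 SD, cut at about 45% in these data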; also: values of inactives mirror those of a sister screen read the other way
FLuc act counter – affects firefly luciferase, flagging false hits in luciferase stimulation screens | P08659 | ATPlite luciferase biochemical, luminescence, 10 min; 0 = ATP-free wells, 1 = DMSO control | activation factor at 10 µM | 200,000 tested, under 10 active | AID 1027;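 active = luciferase activation factor, scaled between plate controls, of at least 2 with compound at 10 µM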
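Material: Luciferase/luciferin reagent mix; Doses: test compounds dosed from 2 mM stocks in 100% DMSO; Schedule: 10 min incubation after luciferase reagent addition, room temperature; Measured by: luminescence from luciferase reaction; Read-out: luminescence gain marking luciferase activators.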
Diaph inh CS – counter-screen for diaphorase-based assays: diaphorase inhibitors and chemical oxidizers. 190,000 compounds, 0.69% hits. diaphorase resazurin-to-resorufin fluorescence, NADH, 16 min; bacterial (C. kluyveri) enzyme, not human. inhibition, % at 20 µM;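 active = primary screen inhibition at 20 µM above a set limit, cut at about 50% in these data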;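 also: plate controls were DMSO with full reaction for no effect and wells lacking NADH for full effect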
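Assay system – diaphorase enzyme from Clostridium kluyveri · Amount – diaphorase 0.14 U/mL (working solution) · Times – reaction incubation of 16 min at room temperature · Controls – No-NADH positive control and DMSO neutral control · Signal – resorufin fluorescence 544/590 nm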
APP 5'UTR act – APP 5'UTR luciferase reporter activation; SH-SY5Y APP 5'UTR luciferase reporter, luminescence; zero percent = DMSO vehicle wells; activation, % at 2 µM; 190,000 compounds, 1% hits; AID 1276;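 active = activation above a set limit, based on mean plus 3 SD of controls, cut at about 140% in these data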; also: values of inactives mirror those of a sister screen read the other way
G6PDH CS – counter-screen for G6PDH assay hits: L. mesenteroides G6PDH inhibition; Purified L. mesenteroides G6PDH, diaphorase/resazurin coupled fluorescence, 45 min; 200,000 compounds, 0.12% hits; inhibition, % at 5 µM; in the data active = inhibition above about 50%
The depositor's hits bear a star; nt = no result given. Not a hit list; any-hit rate near 5.6%.

SMILES	TLR4-MyD88 BLA	FLuc inhib CS	NF-kB neuron act	Diaphorase act	STAT1 activator	APP transl inh	FLuc act counter	Diaph inh CS	APP 5'UTR act	G6PDH CS
C=C(C)Cn1c(-c2cccs2)n[nH]c1=S	1.4	5.0	1.11	0.8	92.7	13.8	0.9	24.7	-13.8	8.3
O=C(Nn1c(-c2ccccc2)nc2ccccc2c1=O)c1cccs1	-1.7	-1.4	1.28	0.8	100.0	1.7	1	15.3	-1.7	14.0
O=C(CCS(=O)(=O)c1ccccc1)Nc1ccccc1N1CCOCC1	1.6	-7.2	1.43	0.9	99.1	-18.4	1.1	5.8	18.4	5.3
Cc1cc(C)c2c(N)c(C(=O)Nc3ncc(C)s3)sc2n1	16.6	97.5*	0.54	0.8	24.2	22.5	0	19.1	-22.5	-0.2
O=C(N/N=C1/CCCc2ccccc21)C(c1ccccc1)c1ccccc1	-2.5	-1.0	1.05	0.9	99.4	8.0	1	5.0	-8.0	-4.7
N#CC(c1ccc(Cl)nn1)c1ccc(Cl)cc1Cl (centres undefined)	9.5	-6.3	1.32	0.9	98.3	11.1	1.1	5.3	-11.1	0.5
CCC(C)c1ccc2oc(-c3ccc(NC(=O)Cn4cnc5c(=O)n(C)c(=O)n(C)c54)cc3)nc2c1 (centres undefined)	-2.6	1.5	0.77	0.9	115.6	-86.5	1	5.8	86.5	-38.0
CC(C)C1N(C(=O)CN2CCCC2)CCN1S(=O)(=O)c1ccccc1 (centres undefined)	-0.8	-2.3	1.23	0.9	102.9	-1.5	1	13.8	1.5	0.4
O=c1cc(O)c(-c2ccc(Cl)c(Cl)c2)c(Cl)[nH]1	0.5	-2.0	0.96	0.9	104.0	-5.7	1	5.0	5.7	0.3
CCCSc1nnc(Nc2ccccc2C)s1	18.9	5.1	2.15	1	129.4*	-49.6	0.9	-0.5	49.6	13.1
COc1cccc(N=CC=C2OC(C)(C)C(C)(C)O2)c1	-3.3	11.0	0.94	1	112.2	-22.6	0.9	1.3	22.6	4.1
COC(=O)Nc1nnc(CCc2ccccc2)s1	2.7	-5.5	1.16	0.9	101.5	-20.0	1.1	6.2	20.0	-2.5
COc1ccccc1C(=O)Nc1ccc2oc(-c3ccc(F)cc3)nc2c1	-5.4	-2.3	1.31	0.9	108.7	-11.7	1	13.4	11.7	-2.2
CC(C)(C)CC(=O)NC(=S)N1CCCCCC1	20.8	-2.5	1.03	0.9	93.5	-3.8	1	13.2	3.8	-2.4
Cc1sc2ncnc(Sc3ccccc3C(=O)O)c2c1C	-14.4	-1.8	0.88	1	103.1	-15.4	1	3.1	15.4	2.3
CCCn1c(SCC(=O)Nc2ccccc2N2CCCCC2)nc2c1c(=O)n(C)c(=O)n2C	-4.3	-1.9	0.9	1	97.7	-2.2	1	2.6	2.2	-0.7
Cc1c(NC(=O)c2ccc(F)c(S(=O)(=O)N3CCOCC3)c2)c(=O)n(-c2ccccc2)n1C	-12.4	2.5	0.87	1	97.4	5.8	1	-3.4	-5.8	6.6
CN(C)c1cccc(C(=O)Nc2ccc3nc4n(c(=O)c3c2)CCCCC4)c1	-22.9	10.8	0.83	0.9	103.4	-19.0	0.9	14.6	19.0	-1.2
Cc1cccc2[nH]c(SCC(=O)O)nc12	3.7	-2.9	1.09	1	95.8	-3.2	1	4.3	3.2	-0.1
CCc1nnc(NC(=O)CSc2nc3ccccc3o2)s1	4.0	-0.5	1.1	1.1	99.4	46.9*	1	-6.4	-46.9	2.2
Cn1c(=O)c2c(O)cc(=O)[nH]c2n(-c2ccccc2)c1=O	0.7	-7.5	1.31	0.8	97.9	-7.2	1.1	19.9	7.2	5.3
CC(C)Oc1ccccc1C(=O)NC(CO)C(=O)O (centres undefined)	-5.2	-2.7	nt	0.9	98.7	0.8	1	9.2	-0.8	16.3
Cc1ccccc1-n1nnnc1SCC(=O)NCC1CCCO1 (centres undefined)	1.8	-3.4	1.13	1.1	95.1	16.8	1	-8.9	-16.8	2.2
C=CCOc1c(Br)cc(CNc2ccc(NC(=O)C(C)C)cc2)cc1OCC	2.5	-9.0	0.93	0.8	78.9	23.2	1.1	16.8	-23.2	-0.6
Cc1cc(C)n2nc(C(=O)N/N=C/c3ccc(Cl)cc3)nc2n1	6.9	0.0	1.09	1	99.7	-3.3	1	4.6	3.3	-0.2

Part of the list above, in CSV form:
SMILES,TLR4-MyD88 BLA,FLuc inhib CS,NF-kB neuron act,Diaphorase act,STAT1 activator,APP transl inh,FLuc act counter,Diaph inh CS,APP 5'UTR act,G6PDH CS
CC(C)(C)CC(=O)NC(=S)N1CCCCCC1,20.8,-2.5,1.03,0.9,93.5,-3.8,1,13.2,3.8,-2.4
Cc1sc2ncnc(Sc3ccccc3C(=O)O)c2c1C,-14.4,-1.8,0.88,1,103.1,-15.4,1,3.1,15.4,2.3
CCCn1c(SCC(=O)Nc2ccccc2N2CCCCC2)nc2c1c(=O)n(C)c(=O)n2C,-4.3,-1.9,0.9,1,97.7,-2.2,1,2.6,2.2,-0.7
Cc1c(NC(=O)c2ccc(F)c(S(=O)(=O)N3CCOCC3)c2)c(=O)n(-c2ccccc2)n1C,-12.4,2.5,0.87,1,97.4,5.8,1,-3.4,-5.8,6.6
CN(C)c1cccc(C(=O)Nc2ccc3nc4n(c(=O)c3c2)CCCCC4)c1,-22.9,10.8,0.83,0.9,103.4,-19.0,0.9,14.6,19.0,-1.2
Cc1cccc2[nH]c(SCC(=O)O)nc12,3.7,-2.9,1.09,1,95.8,-3.2,1,4.3,3.2,-0.1
CCc1nnc(NC(=O)CSc2nc3ccccc3o2)s1,4.0,-0.5,1.1,1.1,99.4,46.9*,1,-6.4,-46.9,2.2

The listing picks up; the 2 compounds before the break are reprinted first.
SMILES	TLR4-MyD88 BLA	FLuc inhib CS	NF-kB neuron act	Diaphorase act	STAT1 activator	APP transl inh	FLuc act counter	Diaph inh CS	APP 5'UTR act	G6PDH CS
C=CCOc1c(Br)cc(CNc2ccc(NC(=O)C(C)C)cc2)cc1OCC	2.5	-9.0	0.93	0.8	78.9	23.2	1.1	16.8	-23.2	-0.6
Cc1cc(C)n2nc(C(=O)N/N=C/c3ccc(Cl)cc3)nc2n1	6.9	0.0	1.09	1	99.7	-3.3	1	4.6	3.3	-0.2
Cc1nc2ccccc2n1CCC(=O)O	-5.2	-5.3	1.28	1	100.6	8.3	1.1	1.8	-8.3	3.4
Cc1cccc(N=C2NN=C(c3c[nH]c4ccccc34)CS2)c1	-1.4	-4.7	1.08	1.1	105.5	-27.7	1	-7.1	27.7	4.7
COc1ccc(C(=O)N2CCc3cc(OC)c(OC)cc3C2c2cccc([N+](=O)[O-])c2)cc1OC (centres undefined)	7.3	-7.7	0.75	0.9	102.1	-4.5	1.1	6.6	4.5	-26.5
CCOC(=O)N1CCN(C(=O)Nc2cccc(Cl)c2)CC1	8.6	-7.1	0.94	0.9	93.5	nt	1.1	6.0	nt	1.2
O=C(Cc1cccs1)Nc1ccc(-c2nc3ccccc3[nH]2)cc1	11.4	46.9	2.67	1	145.3*	-151.7	0.5	4.3	151.7*	-2.5
CCn1cc(C(=O)N(CCC(C)C)c2c(N)n(Cc3ccccc3)c(=O)[nH]c2=O)c(=O)c2ccc(C)nc21	12.4	-5.3	1.12	0.8	108.5	0.9	1.1	15.6	-0.9	1.3
CCc1ccc(NC(=O)c2cc(CC(C)C)on2)cc1	-16.9	2.9	2.58	0.8	126.8	-7.6	1	16.1	7.6	4.3
Cn1c(=O)oc2cc(S(=O)(=O)N3CCCC(C(=O)NCc4cccs4)C3)ccc21 (centres undefined)	-10.6	-4.6	0.87	0.9	97.0	1.9	1	6.2	-1.9	-1.4
COc1ccc(NC(=S)NC(NC(=O)c2cccc(C)c2)C(Cl)(Cl)Cl)c([N+](=O)[O-])c1 (centres undefined)	10.9	-3.1	0.91	0.8	101.6	-7.4	1	21.5	7.4	-6.2
CC1CCCN(CC(O)CN)C1 (centres undefined)	-18.2	-8.4	1.11	1	101.5	2.9	1.1	-0.9	-2.9	8.5
N#CC1=C(N)OC(c2ccccc2)=C(C#N)C1c1ccc2c(c1)OCO2 (centres undefined)	3.2	-4.0	1.31	0.9	97.6	-16.5	1	13.9	16.5	7.5
CC1=NN(c2ccccc2)C(=O)/C1=C\c1ccc(Br)s1	-10.4	-4.9	1.39	1	104.5	nt	1	0.0	nt	-9.3
COc1ccc(C2C(C(=O)O)CC(=O)N2C2CCCCC2)cc1 (centres undefined)	3.5	1.2	1.15	0.9	91.1	3.2	1	6.0	-3.2	-4.8
CC(CN1CCOCC1)c1ccccc1 (centres undefined)	-13.8	-0.4	1.29	1.1	100.8	8.8	1	-13.6	-8.8	3.3
CC(C)(C)Nc1ncnc2c1cnn2-c1ccccc1	nt	65.8*	nt	0.8	nt	nt	0.3	18.4	nt	-2.2
CCOC(=O)C1(Cc2ccccc2C)CCCN(S(=O)(=O)c2cccnc2)C1 (centres undefined)	-12.9	-3.7	1.28	1	96.0	-13.6	1	-2.5	13.6	11.6
COc1ccc(NC(=O)CSc2ncnc3c2sc2ccccc23)c(OC)c1	4.3	0.2	1.08	0.8	100.0	18.3	1	18.2	-18.3	-13.3
COC(=O)C1(C)CN(S(=O)(=O)c2ccc(C)cc2)c2cc(OC)ccc2C1=O (centres undefined)	-8.4	-6.8	0.73	0.8	96.9	-7.0	1.1	15.3	7.0	2.1
Cc1cc(C(C)(C)C)c(O)c(C(C)(C)C)c1	-6.9	-2.7	1.17	0.9	103.0	-19.6	1	8.4	19.6	16.6
NC(=O)CSc1nnc(-c2ccoc2)o1	6.9	-7.2	1.13	0.9	92.9	12.6	1.1	12.8	-12.6	-0.5
COC(=O)c1cccc(Oc2cccc(C(F)(F)F)c2)n1	-9.2	-5.6	1.02	1	102.5	17.0	1.1	4.9	-17.0	0.6
O=S(=O)(NCC1CCCO1)c1ccc(Cl)c(C(F)(F)F)c1 (centres undefined)	-4.5	-0.1	1.28	0.9	104.2	-7.4	1	5.1	7.4	4.5
COc1ccc(N(C)S(=O)(=O)c2cccc(C(=O)NCC3CCCCC3)c2)cc1	-17.6	-3.7	0.79	0.8	94.1	-1.0	1	23.3	1.0	2.6
OC(COCc1cccs1)CN1CCN(c2cccc(Cl)c2)CC1 (centres undefined)	-7.7	-4.2	0.83	0.9	90.7	-7.2	1	14.5	7.2	-4.1
Nc1nnc(SCC(=O)OCc2ccccc2)s1	-0.3	-0.9	1	1	97.7	-24.8	1	3.9	24.8	8.5
O=C(Nc1ccc2c(c1)OCO2)N1CCN(c2ccc(F)cc2)CC1	-4.4	13.8	1.75	0.9	124.5	-45.9	0.9	14.3	45.9	14.3
